# MIN6 prolif: MIN6 beta-cell proliferation induction; MIN6 cells proliferation, ATPlite luminescence, 48 h; cells starved in 0.2% serum; 100% = growth in 10% serum; proliferation, % at 10 µM; actives 0.29% (n = 330,000);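 active means compounds whose signal lies at least 3.5 SD above the mean of all wells on their plate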;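 further: 0% = DMSO-treated cells in low-serum medium and 100% = 10% serum control; some compounds called inactive have numbers as strong as hits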
# TIM10 inh: growth inhibitors of TIM10 yeast strain. S. cerevisiae TIM10 strain growth, BacTiter-Glo luminescence, 24 h. inhibition, % at 10 µM. actives 1.4% (n = 330,000);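 active means inhibition of 40% or more at the single tested concentration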;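 further: wild-type TIM10 isogenic control strain grown at permissive 25 °C; 0% = DMSO yeast wells and 100% = minimal medium wells without yeast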
# GRIN3A LBD mod: NR3A (human) ligand-binding domain modulation; NR3A LBD differential scanning fluorimetry, Tm shift; 0% = protein alone, 100% = glycine-bound protein; Tm shift relative to glycine control, % at 25 µM; actives 2.5% (n = 340,000); AID 1259313;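 active means melting temperature shift of at least 10% of the positive control shift, at one fixed dose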
# tim23-1 inh: inhibits growth of tim23-1 mutant yeast | S. cerevisiae tim23-1 growth, BacTiter-Glo luminescence, 24 h | inhibition, % at 20 µM | actives 1.3% (n = 330,000);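 active means growth inhibition of the mutant yeast at or above 50%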;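 further: temperature-sensitive mutant grown at 25 °C; plate controls were DMSO-treated mutant yeast for no effect and medium wells lacking yeast for full effect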
# MPTP block: permeability transition pore inhibition | inhibition, % at 10 µM | actives 1.4% (n = 360,000) | isolated mouse mitochondria, Ca2+ swelling absorbance, 30 min;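 active means inhibition of 50% or more, scaled per plate between neutral and stimulator controls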;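 further: 0% = DMSO wells given calcium and 100% = 1 mM EGTA wells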
# tim10-1 inh: growth inhibitors of tim10-1 mutant yeast; S. cerevisiae tim10-1 ts strain growth, BacTiter-Glo, 24 h; inhibition, % at 20 µM; actives 2.2% (n = 330,000);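 active means inhibition of at least 40%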;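 further: mutant grown at 25 °C; 0% = DMSO wells with yeast and 100% = wells holding no yeast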
# NALP3 yeast inh: blocks the NALP3 inflammasome reconstituted in yeast. actives 0.39% (n = 330,000). Yeast reconstituted NLRP3/ASC/caspase-1, beta-gal luminescence, 24 h. AID 2825. inhibition, % at 10 µM;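 active means inhibition of 50% or more; inactive means inhibition below 50%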;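 further: plate controls were induced DMSO wells for no effect and uninduced yeast grown without galactose for full effect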
# APJ ag: activates the human apelin receptor APJ; actives 0.11% (n = 330,000); activation, % at 20 µM; CHO-K1 APJ PathHunter beta-arrestin, luminescence; 0% DMSO wells, 100% apelin; P35414;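 active means activation more than six SD over the plate average, tested at 20 µM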;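 further: 0% = DMSO alone and 100% = apelin-13 at 10 nM; some results filed as inactive read as strong as hits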
# Target sequence (P35414 whole entry, looked up): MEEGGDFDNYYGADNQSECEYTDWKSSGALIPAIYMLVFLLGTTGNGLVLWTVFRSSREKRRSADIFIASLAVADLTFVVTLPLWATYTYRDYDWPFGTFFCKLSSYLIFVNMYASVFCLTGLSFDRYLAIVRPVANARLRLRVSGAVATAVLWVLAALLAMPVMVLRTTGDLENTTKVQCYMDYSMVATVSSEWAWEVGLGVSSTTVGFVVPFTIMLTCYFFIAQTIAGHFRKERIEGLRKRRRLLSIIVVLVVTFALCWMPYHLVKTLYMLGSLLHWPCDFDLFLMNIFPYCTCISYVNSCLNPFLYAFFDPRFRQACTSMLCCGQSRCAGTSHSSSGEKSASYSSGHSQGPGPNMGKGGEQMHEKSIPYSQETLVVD
#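 Assay system: CHO-K1 cells stably expressing ProLink-tagged human APJ and arrestin–beta-gal acceptor. Compound dosing: 20 µM single point, 1% DMSO. Times: 16-18 h seeding, 90 min dark compound exposure, 60 min detection. Detection: beta-gal luminescence. Evaluation: APJ–arrestin association signal. Controls: negative DMSO alone, positive Apelin-13 at 10 nM.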
# APJ antag: antagonists of human APJ apelin receptor | inhibition, % at 20 µM | AID 2521 | actives 0.32% (n = 330,000) | P35414 | CHO-K1 APJ beta-arrestin complementation, luminescence;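 active means inhibition above about 40% at 20 µM, limit read from the data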;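 further: cells challenged with 10 nM apelin-13 agonist together with compound; plate controls were apelin-13 plus DMSO wells for no effect and DMSO wells lacking apelin-13 for full effect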
# * hit, by the source's call. Random draw from the library, and some 7.2% of all compounds hit somewhere here.
SMILES,MIN6 prolif,TIM10 inh,GRIN3A LBD mod,tim23-1 inh,MPTP block,tim10-1 inh,NALP3 yeast inh,APJ ag,APJ antag
Cc1ccc(S(=O)(=O)NCc2cccnc2)c(C)c1,-3,-2,-1,11,-0.7,13,16,-2,10
Cc1ccc(-c2nc(CN3CCCCC3)cc(CN3CCCCC3)c2O)cc1,-2,-7,2,-34,-0.2,-30,14,-2,18
COC(=O)CCC(=O)OC1(C)C(=O)C2=CN(C3CC3)C(c3ccc(OC)cc3)=CC2=C(Br)C1=O (stereo unspecified),-5,23,-2,37,0.1,15,22,14,-136
COc1ccc(Cl)cc1NC(=O)[C@@]1(CC(=O)O)CC(/C=C/c2ccccc2)=NO1,0,-5,0,13,-0.2,10,12,0,-4
O=C(N/N=C/c1cccnc1)c1ccc(NC(=O)C(c2ccccc2)c2ccccc2)cc1,0,-6,1,-20,-2.7,13,4,0,-40
Cc1cccc(Nc2nc(N)nc(CSc3nccn3C)n2)c1,-2,9,-1,-16,-0.3,11,14,-3,4
CCOC(=O)C1CCN(C(=O)CCc2nc3sc4c(c3c(=O)[nH]2)CCCC4)CC1,-4,-3,0,15,-0.6,15,15,4,20
COc1ccc([C@H]2CC(=O)C=C(c3ccc4[nH]ccc4c3)C2)cc1OC,3,20,-7,34,1.5,20,12,-3,0
Cn1ccc2ccc(C3=CC(=O)C[C@H](c4ccc(F)cc4)C3)cc21,-7,-2,-8,33,0.2,21,6,-3,27
Oc1ccccc1-c1n[nH]c(=S)n1Cc1ccco1,-1,-8,1,17,-0.1,12,17,-7,6
Cc1ccc(NC(=O)c2cccc(S(=O)(=O)N3CCc4ccccc4C3)c2)nc1,-3,-24,-2,17,-0.7,9,3,-1,-10
CCC(CC)C(=O)c1c[nH]c(C(=O)NCc2ccccc2)c1,2,28,0,16,0.7,0,4,-1,16
CCOC(=O)c1cc(C(C)=O)c(=O)n(C)c1N,0,4,0,2,0.6,1,7,-5,7
CC(=O)Oc1oc(-c2ccccc2)nc1C=Nc1ccc(N(C)C)cc1,-3,45*,3,47,8.0,29,14,-5,17
Cc1nn(C)cc1C(=O)Nc1ccccc1Br,-1,1,0,2,0.3,-1,16,-2,18
COc1ccc(CC(NC(C)=O)C(=O)NC2CCN(S(=O)(=O)c3cccc4ccccc34)CC2)cc1OC (stereo unspecified),-1,-6,-1,17,2.2,4,1,-4,2
CC(C)(C)c1cc(C(=O)N2CCc3ccccc3C2)ccn1,-4,12,-1,13,0.0,13,3,-2,13
Cc1ccc(C(=O)c2c3ccc(C(F)(F)F)cc3[n+]([O-])n2CCC(N)=O)cc1,-1,13,1,17,-1.0,6,9,12,-35
O=C(CSc1ccc(-c2ccc(Br)cc2)nn1)NCC1CCCO1 (stereo unspecified),0,15,-1,13,0.7,17,-13,3,-20
O=C(COC(=O)c1cc([N+](=O)[O-])ccc1N1CCOCC1)c1ccccc1,2,-14,0,-1,-1.5,4,2,-2,4
O=C(/C=C/c1cccc(Br)c1)c1ccc2c(c1)OCO2,-4,24,2,26,1.3,22,29,-3,0
CCOc1ncccc1C(=O)N(CCC(C)C)c1c(N)n(Cc2ccccc2)c(=O)[nH]c1=O,-3,-2,3,0,6.5,-4,15,-4,-6
O=S(=O)(Cc1nc2ccccc2s1)c1ccccc1,-1,2,0,0,-1.8,9,15,-4,7
CC(C)(C)OC(=O)NCc1ccc(CNC(=O)c2[nH]cnc2C(=O)N[C@@H](Cc2ccccc2)C(=O)OCc2ccccc2)cc1,-9,15,-7,12,-0.7,-7,10,1,-1
CCN(Cc1ccccc1)S(=O)(=O)c1c(C)n(C)c(=O)n(C)c1=O,0,-8,4,9,-3.5,-1,2,7,22

# Copied from the entries so far for reference:
SMILES,MIN6 prolif,TIM10 inh,GRIN3A LBD mod,tim23-1 inh,MPTP block,tim10-1 inh,NALP3 yeast inh,APJ ag,APJ antag
COc1ccc(Cl)cc1NC(=O)[C@@]1(CC(=O)O)CC(/C=C/c2ccccc2)=NO1,0,-5,0,13,-0.2,10,12,0,-4
O=C(N/N=C/c1cccnc1)c1ccc(NC(=O)C(c2ccccc2)c2ccccc2)cc1,0,-6,1,-20,-2.7,13,4,0,-40

# Reformatted: results already given
> CCC(CC)C(=O)c1c[nH]c(C(=O)NCc2ccccc2)c1
  MIN6 prolif: 2	TIM10 inh: 28	GRIN3A LBD mod: 0	tim23-1 inh: 16	MPTP block: 0.7	tim10-1 inh: 0	NALP3 yeast inh: 4	APJ ag: -1	APJ antag: 16
> CCOC(=O)c1cc(C(C)=O)c(=O)n(C)c1N
  MIN6 prolif: 0	TIM10 inh: 4	GRIN3A LBD mod: 0	tim23-1 inh: 2	MPTP block: 0.6	tim10-1 inh: 1	NALP3 yeast inh: 7	APJ ag: -5	APJ antag: 7

# Additional compounds
SMILES,MIN6 prolif,TIM10 inh,GRIN3A LBD mod,tim23-1 inh,MPTP block,tim10-1 inh,NALP3 yeast inh,APJ ag,APJ antag
Cc1cc(C(=O)CN2C(=O)NC3(CCCc4ccccc43)C2=O)c(C)n1Cc1cccs1 (stereo unspecified),-2,-21,-1,-1,-1.4,-15,18,3,-11
CC(C)c1ccc2oc(=O)cc(CN3CCOCC3)c2c1,-2,13,-1,14,0.2,10,7,2,7
COc1ccc(CN2CCCC(CNC(=O)c3ccc(F)cc3)C2)cc1OC (stereo unspecified),-1,-3,-1,0,-0.6,6,9,-2,5
Cc1ccc(C2=NS(=O)(=O)N(C)C(C(=O)NCc3ccco3)=C2)cc1,-2,-15,-5,-13,0.4,-22,15,-3,7
CCOc1ccc2nc(NCCCNS(=O)(=O)c3ccccc3)c(C#N)cc2c1,0,3,-8,21,1.8,42*,1,6,-15
Cc1cccc(-n2c(SCC(=O)Nc3cccc(S(=O)(=O)NC4=NCCCCC4)c3)nc3ccccc3c2=O)c1C,0,18,4,9,1.8,20,0,-2,-2
COc1ccc(CC(=O)NCCc2ccc(Cl)cc2Cl)cc1,1,-21,1,28,0.9,40*,6,-1,8
O=C(NCCc1c[nH]c2ccccc12)Nc1ccccc1,-4,28,16*,-4,0.5,0,1,0,-5
O=c1[nH]nc(CSCc2ccccc2Cl)[nH]1,-3,-10,1,1,-0.6,-10,9,-3,19
c1ccc(-c2nnc(CN3CCC4(CC3)OCCO4)o2)cc1,-1,1,0,12,0.0,-2,2,-3,11
CCc1c(C)sc(NC(=O)CCc2ccc(OC)cc2)c1C(N)=O,0,-11,0,13,-1.4,12,16,2,-7
CCC(=O)Nc1sc2c(c1C(=O)N(C)C)CCCCC2,0,-2,-1,7,-5.4,4,9,-7,-3
NC(=O)NC(=O)C(c1ccccc1)N1CCN(S(=O)(=O)Cc2ccccc2)CC1 (stereo unspecified),-1,-6,-1,-11,2.0,-16,10,-4,-3
Cc1cc(C)nc(N2CCC(C(=O)Nc3ccc4c(c3)OCO4)CC2)n1,1,7,0,12,0.1,0,4,0,10
COc1ccc(Br)c(C(=O)OCC(=O)N2CCC(Cc3ccccc3)CC2)c1,-7,5,3,22,-0.5,28,10,0,-11
O=C(Cc1ccc(Br)cc1)N1CCCCCC1,1,1,0,10,-0.6,19,27,-1,8
O=C1CCC/C=C\C[C@@H](CC(=O)N(CCO)Cc2ccccc2)C(=O)N[C@H](Cc2c[nH]c3ccccc23)CO1,0,3,2,-10,-0.7,5,2,-4,-5
CC(=O)N1CCc2cc(S(=O)(=O)NCCC3=CCCCC3)ccc21,-5,-8,2,-3,61*,15,3,1,7
O=C(NC1CC2CCCC(C1)N2C(=O)Nc1ccccc1Cl)C1CC1 (stereo unspecified),-2,20,-3,4,-1.5,-8,7,2,12
CCCCn1c(N)c(N(C)C(=O)c2ccccc2Oc2ccccc2)c(=O)[nH]c1=O,-4,4,4,10,0.0,5,12,0,-16
CCC(=O)N1CCc2cc(S(=O)(=O)N(C)c3ccc(OC)cc3OC)ccc21,-2,-16,-1,8,4.9,12,3,-1,16
COCCC(=O)N1CCC(Oc2ccc(C(=O)N3CCCCCCC3)cc2)CC1,-3,1,-1,13,-0.5,6,-2,0,13
Cc1nc2ccccc2nc1N/N=C/c1ccc(O)cc1O,-5,37,34*,23,3.1,4,3,-3,-4
CCOc1cc(C(=O)OCC(=O)c2cc(C)n(CC3CCCO3)c2C)ccc1OCC(=O)N1CCOCC1 (stereo unspecified),-4,9,-1,10,-1.7,4,27,-2,-9
O=C1NC[C@H](CC2CCCCC2)N(CC2CCCCC2)C1=O,-3,3,-2,-1,-0.7,7,23,-5,0
# More records:
SMILES,MIN6 prolif,TIM10 inh,GRIN3A LBD mod,tim23-1 inh,MPTP block,tim10-1 inh,NALP3 yeast inh,APJ ag,APJ antag
CCOC(=O)N1CCN(CC(O)c2c[nH]c3ccccc23)CC1 (stereo unspecified),-2,14,-1,4,0.0,3,19,1,4
CC1(C)CC[C@]2(C(=O)O)CC[C@]3(C)C(=CC[C@@H]4[C@@]5(C)CC[C@H](O)C(C)(C)[C@@H]5CC[C@]43C)[C@@H]2C1,-8,-1,-1,-11,1.3,0,16,-2,6
c1csc(CNc2nc(-c3cccs3)nc3ccccc23)c1,-6,42*,10,57*,3.3,51*,-4,-2,3
CCC(CC)C(=O)Nc1ccccc1NC(C)=O,0,-1,-1,2,-1.1,14,-6,-6,-1
O=C(NCc1cc([N+](=O)[O-])ccc1O)c1cc(-c2ccncc2)nc2ccccc12,-2,8,1,20,0.3,12,16,-5,6
COc1ccccc1NC(=O)CSc1ccc2nnc(-c3cccnc3)n2n1,1,0,2,-1,-1.7,5,14,1,-1
Cc1cc(C)n(CC(O)COc2c(C)cccc2C)n1 (stereo unspecified),0,10,1,3,2.4,13,3,-4,3
O=C(O)CCn1c(SCCOc2ccccc2)nc2ccccc21,-4,0,1,6,-0.8,3,7,0,-10
CC1(C)Cc2ccccc2C(C(Cc2ccccc2)C(N)=O)=N1 (stereo unspecified),0,17,-1,15,-0.2,6,-5,-4,10
N#Cc1ccc(CN2CCN(C(=O)CCNS(=O)(=O)c3ccc(F)c(Cl)c3)CC2)cc1,1,-3,-2,-3,0.1,-9,18,-3,2
O=C(NCc1ccc2c(c1)OCO2)C(=O)NCC1CCCO1 (stereo unspecified),1,0,-2,13,2.0,-2,-4,-4,-3
COc1cccc(/C=N/NC(=O)c2c(-c3ccccc3)noc2C)c1,-2,-7,3,9,-0.4,12,4,-3,10
O=C(Nc1nccs1)c1csc2c1CCCC2,-1,57*,1,16,-2.4,35,12,-14,-4
O=C(NCc1ccccc1)C(c1ccco1)N(C(=O)c1csnn1)c1ccccc1 (stereo unspecified),-5,-16,5,16,0.9,-2,14,0,5
Cc1cc(=S)cc(C)n1CCCO,-3,-13,4,16,0.0,-5,10,-2,3
Cc1nn(C(C)C(=O)NCc2ccccc2F)c(=O)c2nn(-c3ccccc3)c(C)c12 (stereo unspecified),4,3,-1,10,-0.1,-5,10,-2,6
COc1ccc(-c2noc(CCCC(=O)NC3CCCC3)n2)cc1OC,-1,13,-2,14,1.0,12,12,0,8
CN(C)c1ccc(C(=O)N2CCNC(=O)C2CC(=O)Nc2ccc(F)cc2)cc1 (stereo unspecified),1,-9,-2,-7,-0.1,-9,2,7,-20
CCN(CC)S(=O)(=O)c1cccc2c(N(C)C)cccc12,-2,-5,2,22,26,6,21,-1,-27
O=C(N[C@@H](Cc1ccc(O)cc1)C(=O)O)C(c1ccccc1)c1ccccc1,1,11,0,13,-0.6,19,-1,-5,15
CC(CCc1ccccc1)NC(=O)COC(=O)c1ccccc1O (stereo unspecified),-2,3,1,2,2.9,17,-2,-1,14
CCCc1ccc2oc(C(=O)N(Cc3nccn3C)C(C)C)c(C)c2c1,1,19,-1,29,0.0,43*,23,-5,18
O=c1cc(-c2ccccc2F)nc(-c2ccccc2F)o1,1,14,0,19,0.7,14,-15,0,7
